LEDGF integ inh = blocks HIV-1 LEDGF/p75-dependent DNA integration; TR-FRET IN-LEDGF/p75 DNA integration, Eu/Cy5; inhibition, % at 3.7 µM; 370,000 tested, 0.64% active;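 active means inhibition above the screen-wide mean plus 3 SD, cut at about 13% in these data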;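 further: signal is the Cy5 over europium emission ratio at 671 and 618 nm; 0% = plate median of compound wells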
PG9 binder = binds the HIV-1 gp120 antibody PG9; TR-FRET gp120-PG9 antibody binding; inhibition, % at 6.7 µM; 360,000 tested, 0.43% active; in the data active means inhibition above about 8.5%
rCAG binder = binds r(CAG) RNA repeats. r(CAG) RNA repeat, TO-PRO-1 dye displacement fluorescence. inhibition, % at 3 µM. 370,000 tested, 1.3% active;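 active means inhibition above the plate cutoff, the mean of all test compounds on that plate plus 3 SD, cut at about 35% in these data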;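 further: 0% = DMSO alone and 100% = 100 µM mitoxantrone as full dye displacement; higher means more dye released from RNA so lower well fluorescence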
ABHD4 inh = ABHD4 (mouse) inhibition, primary FP screen. Q8VD66. inhibition, % at 8.92 µM. purified mABHD4, FP-Rh probe fluorescence polarization. 370,000 tested, 0.54% active;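 active means inhibition exceeding the mean over every tested compound plus 3 SD, cut at about 30% in these data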;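 further: 0% = plate median of compound wells and 100% = S159A mutant with DMSO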
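Assay system: Wild-type mouse ABHD4 protein | Medium: HEPES pH 7.0 buffer, 150 mM NaCl, 0.01% Pluronic F-127 | Incubation: Enzyme–compound pre-incubation 45 min, then probe 60 min, both 25 °C | Technique: Fluorescence polarization with parallel and perpendicular emission, 525/598 nm | Evaluation: % inhibition of FP-Rh probe binding versus controls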
UHRF1 MBD2 ctr = human UHRF1 methylated DNA binding inhibitors; inhibition, % at 4.4 µM; 370,000 tested, 0.75% active; UHRF1 binding to methylated oligo, TR-FRET; Q96T88; AID 687016; in the data active means inhibition above about 21%;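 further: UHRF1 SRA domain binding a hemimethylated CpG hairpin DNA probe; 0% = median of test compound wells and 100% = reference inhibitor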
Target sequence (Q96T88 whole entry, looked up, the tested form may be a part): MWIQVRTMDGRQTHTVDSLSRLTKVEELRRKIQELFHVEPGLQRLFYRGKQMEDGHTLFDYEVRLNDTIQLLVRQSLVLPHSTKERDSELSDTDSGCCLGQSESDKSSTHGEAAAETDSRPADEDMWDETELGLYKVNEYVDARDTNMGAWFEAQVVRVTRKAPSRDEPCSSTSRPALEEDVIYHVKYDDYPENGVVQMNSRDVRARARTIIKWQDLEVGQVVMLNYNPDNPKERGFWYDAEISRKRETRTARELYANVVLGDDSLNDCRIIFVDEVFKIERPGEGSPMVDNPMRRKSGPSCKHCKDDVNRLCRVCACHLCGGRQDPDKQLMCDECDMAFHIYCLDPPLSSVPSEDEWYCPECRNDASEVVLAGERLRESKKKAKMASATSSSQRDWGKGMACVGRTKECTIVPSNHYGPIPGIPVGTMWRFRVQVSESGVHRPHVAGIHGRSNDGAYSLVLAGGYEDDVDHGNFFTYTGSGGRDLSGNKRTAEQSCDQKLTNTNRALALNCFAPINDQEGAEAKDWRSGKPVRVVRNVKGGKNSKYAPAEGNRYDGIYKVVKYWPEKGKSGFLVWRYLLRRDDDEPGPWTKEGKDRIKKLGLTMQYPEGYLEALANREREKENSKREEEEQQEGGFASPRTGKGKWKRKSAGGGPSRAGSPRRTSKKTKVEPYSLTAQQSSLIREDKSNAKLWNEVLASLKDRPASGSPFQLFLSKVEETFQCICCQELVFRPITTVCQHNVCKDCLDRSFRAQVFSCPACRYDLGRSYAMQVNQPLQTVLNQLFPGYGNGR
MBD2 DNA inh = MBD2-methylated oligo binding inhibition. Q9UBB5. TR-FRET, MBD2 binding to methylated oligonucleotide. inhibition, % at 4.4 µM. 370,000 tested, 0.31% active. AID 686964; in the data active means inhibition above about 13%
Rev-erbA mod = modulates human Rev-erb alpha binding to DNA; activity, % at 10 µM; 370,000 tested, 0.79% active; Rev-erbα–FITC-DNA binding, fluorescence polarization, 90 min;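 active means activity above about 14%, limit read from the data; passing the limit was not always enough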;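 further: 0% = DMSO wells with 35 nM protein and 100% = DMSO wells with 750 nM protein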
HTRA1 inh = blocks human HTRA1 serine peptidase; Q92743; inhibition, % at 5.96 µM; 340,000 tested, 0.5% active; recombinant HTRA1, FP-rhodamine activity-based probe, fluorescence polarization; in the data active means inhibition above about 36%;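 further: 0% = enzyme with DMSO and 100% = wells lacking enzyme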
TCR CD3 inh = inhibitors of human TCR-CD3 interaction. 360,000 tested, 0.37% active. AID 651800. TAMRA-labeled TCR probe fluorescence, biochemical. inhibition, % at 9.4 µM; in the data active means inhibition above about 19%;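 further: recombinant mutant TCR 2C K166C tagged with TAMRA read by polarization; 0% = receptor in buffer alone and 100% = receptor with positive control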
PRMT1 inh = inhibitors of human PRMT1; inhibition, % at 2.79 µM; recombinant PRMT1, activity-based probe fluorescence polarization; Q99873; 370,000 tested, 1.3% active;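 active means inhibition above about 21% made by adding two undisclosed values, limit read from the data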
An asterisk follows results filed as active; x = no result given. The list is partial; rates above refer to the full screens.

The first three compounds as a preview:
SMILES	LEDGF integ inh	PG9 binder	rCAG binder	ABHD4 inh	UHRF1 MBD2 ctr	MBD2 DNA inh	Rev-erbA mod	HTRA1 inh	TCR CD3 inh	PRMT1 inh
Cn1cc(C(=O)C(=O)N2CCc3ccccc32)c2ccccc21	-1	-0.1	-4	-1	1	4	16	-7	-4	1
COc1ccc(OC)c(S(=O)(=O)N2CCC(C(=O)NC3CCCC3)CC2)c1	-4	2.0	0	-6	0	2	1	0	-6	5
Cc1ccc(Cn2c(C)c3cnn(CC(=O)NC4CCCC4)c(=O)c3c2C)cc1	0	0.8	2	4	-2	2	3	-2	0	-2

Results, previewed entries included:
SMILES	LEDGF integ inh	PG9 binder	rCAG binder	ABHD4 inh	UHRF1 MBD2 ctr	MBD2 DNA inh	Rev-erbA mod	HTRA1 inh	TCR CD3 inh	PRMT1 inh
Cn1cc(C(=O)C(=O)N2CCc3ccccc32)c2ccccc21	-1	-0.1	-4	-1	1	4	16	-7	-4	1
COc1ccc(OC)c(S(=O)(=O)N2CCC(C(=O)NC3CCCC3)CC2)c1	-4	2.0	0	-6	0	2	1	0	-6	5
Cc1ccc(Cn2c(C)c3cnn(CC(=O)NC4CCCC4)c(=O)c3c2C)cc1	0	0.8	2	4	-2	2	3	-2	0	-2
CN(C)S(=O)(=O)n1cc(/C=C(\NC(=O)c2ccccc2)C(=O)N2CCCCC2)c2ccccc21	1	-2.5	2	5	1	8	1	-8	-4	3
CCOc1ccc2nc(-c3ccccc3)nc(SCC(=O)Nc3ncc(C)s3)c2c1	1	-1.0	-1	-5	1	-1	4	-1	2	-1
COc1ccc(CN(CC(=O)NCCC(C)C)C(=O)CCC(=O)Nc2nccs2)cc1	1	-2.1	-10	-8	3	6	3	2	-3	6
O=C(C[n+]1ccn(-c2ccccc2)c1)c1ccc([N+](=O)[O-])cc1	-2	-0.7	16	2	0	1	0	-2	2	-1
Cc1cccc(C(=O)NCN2CCN(c3ccccc3C#N)CC2)c1	3	-1.3	4	-4	-1	-8	-6	0	-6	-5
Cc1ccc(NC(=O)COC(=O)c2cc(=O)c3ccccc3o2)cc1F	-2	0.5	0	-1	11	6	2	3	0	1
CCOc1ccccc1NC(=S)N1CCC(NC(=O)C(C)(C)C)CC1	-3	-1.2	-2	5	16	0	-2	-2	2	0
O=C(CCCn1c(=O)oc2ccccc21)N1CCc2ccccc2C1	2	0.0	6	-12	7	-4	-2	-7	-12	-1
Clc1ccc(-c2cc(CN3CCCCC3)no2)cc1Cl	1	-1.4	3	2	0	-3	-11	-7	4	-2
Nc1ncc(Br)cc1S(=O)(=O)NCCC(=O)NCc1ccc(F)cc1	-2	-0.9	-1	1	1	-1	-4	2	3	6
COc1cccc(-c2coc3c(C)c4oc(=O)c(CCC(=O)O)c(C)c4cc23)c1	8	0.8	58*	-45	1	8	1	-37	4	11
Cc1cc(OC(=O)c2ccccc2Br)cc(=O)n1C	-4	-0.7	1	-14	6	2	-5	4	-6	2
O=C(CSc1nc2c(c(=O)[nH]1)CCC2)Nc1ccc(F)cc1	-4	-1.3	1	1	0	-2	2	-2	-5	1
CCOC(=O)Cn1c(-c2ccccc2)ccc(C#N)c1=O	-3	-1.6	-1	4	0	1	3	-9	2	2
CC(NC(=O)C1CCCN1C(=O)OC(C)(C)C)C(=O)OCc1ccccc1 (stereo unspecified)	1	-0.7	-1	6	2	2	-1	x	0	0
CN(c1cccc(NC(=O)CN2C(=O)c3ccccc3S2(=O)=O)c1)S(C)(=O)=O	-1	-3.0	0	-7	-2	0	-5	-2	3	1
Cc1ccc(-c2nc3cccnc3s2)cc1NC(=O)c1ccco1	1	-0.9	10	-6	-2	-4	-5	0	2	6
O=C(/C(=N\O)n1cncn1)c1ccc(Cl)cc1Cl	-2	1.2	1	0	-2	-2	-2	6	2	0
O=C(NCCN1C(=O)S/C(=C\c2ccccc2F)C1=O)C1CCN(S(=O)(=O)c2cccs2)CC1	-3	-2.5	2	-1	-2	-1	-2	-27	2	-3
O=C(CSc1ccccc1)Nc1cccc(S(=O)(=O)N2CCCC2)c1	2	-2.8	2	-10	1	2	5	0	1	1
COc1ccc(CCn2c(-c3cc([N+](=O)[O-])cc([N+](=O)[O-])c3)nc3nc4ccccc4nc32)cc1	2	-0.9	1	1	-1	4	-5	0	-4	0
C/C(=N/NC(=O)c1cccnc1)c1cccc(O)c1	-1	x	-1	-1	0	5	-6	x	x	2
Additional records follow:
SMILES	LEDGF integ inh	PG9 binder	rCAG binder	ABHD4 inh	UHRF1 MBD2 ctr	MBD2 DNA inh	Rev-erbA mod	HTRA1 inh	TCR CD3 inh	PRMT1 inh
Cc1ccc(C)c(C(=O)COC(=O)c2ccccc2N2C(=O)C3C4CCC(C4)C3C2=O)c1 (stereo unspecified)	2	-0.4	-2	3	5	-4	-1	-18	0	-1
CCN(CC)CCCN(Cc1cc2cc3c(cc2[nH]c1=O)OCO3)C(=O)Nc1ccccc1OC	-4	-0.5	-1	-3	1	1	-5	-1	4	-1
COc1ccc(OC)c(/C=C/C(=O)OCC(=O)N2CCCC2)c1	0	0.7	0	0	-1	2	5	10	-4	-3
CCCCSc1nnc(-c2c[nH]c3ccccc23)n1C	1	-0.1	0	1	-3	-1	-6	-9	-1	-9
COc1ccccc1N1CCN(Cc2cc(=O)n3ccsc3n2)CC1	1	-1.0	3	0	-2	7	2	-1	-3	0
CCC(=O)NC(c1cccc([N+](=O)[O-])c1)c1c(O)ccc2ccccc12 (stereo unspecified)	-5	-0.5	0	3	-1	1	4	x	-1	2
C/C(Cl)=C\CNC(C)c1ccccc1 (stereo unspecified)	-1	-1.9	2	4	16	1	-3	2	-3	-1
CCOc1ccccc1OCCOc1ccccc1OC(C)C	2	1.4	-12	5	1	3	3	-7	-9	0
O=C(NCCCO)c1cc([N+](=O)[O-])cc2c1C=Cc1ccccc1O2	0	-0.5	2	3	12	3	4	0	5	-2
O=C(c1ccc(N2C(=O)C3CCCCC3C2=O)cc1)N1CCCCC1 (stereo unspecified)	0	-1.0	-6	-7	5	1	-1	7	-4	3
COc1ccc(CC(=O)OCC(=O)NCc2ccc(C)cc2)cc1OC	-1	-1.4	7	-3	1	-5	-4	-18	0	-1
COC(=O)C[C@H]1CC[C@H](NS(=O)(=O)c2cn(C)cn2)[C@@H](CO)O1	-3	0.1	2	-10	2	11	-3	x	-4	3
Cc1nc2ccc(S(=O)(=O)NC(C(=O)N3CCC(C)CC3)C(C)C)cc2s1 (stereo unspecified)	-1	-1.8	-4	-2	3	1	-4	0	-5	7
O=C(NC1CCS(=O)(=O)C1)c1ccc(-c2ccc(Br)cc2)o1 (stereo unspecified)	2	-0.1	1	-6	0	-3	0	-4	4	2
Cc1ccc2c(CN3CCCCC3C)cc(=O)oc2c1 (stereo unspecified)	-3	0.2	-6	3	-1	-7	-2	-4	-1	-1
CCOC(=O)C1=CCN(S(=O)(=O)c2ccccc2C(=O)OC)C1c1ccc(Cl)cc1 (stereo unspecified)	-11	-0.8	-1	-11	-3	2	2	x	2	-1
CCOc1ccccc1NC(=O)CNC(=O)N1CC(=O)Nc2ccccc21	-8	-0.1	-3	2	-1	4	-2	-6	-3	3
O=C(NCCN1CCOCC1)c1ccc(NS(=O)(=O)c2ccccc2)cc1	-1	-1.9	0	5	-1	5	-3	1	1	-3
COc1cc2cncc(Cc3ccccc3)c2cc1O	-3	1.8	5	1	0	-2	1	5	8	-1
C[C@H](CO)N1C[C@H](C)[C@@H](CN(C)S(=O)(=O)c2ccc(F)cc2)Oc2ccc(NC(=O)Cc3ccccc3)cc2C1=O	0	0.5	-4	-3	0	3	-3	-28	0	2
O=C(C(=C1NCCN1)n1cncn1)c1ccccc1	4	-1.7	-1	-10	1	-1	-2	2	-1	-1
CCN(CC)CCN1CCn2c3c(c4cc(C)ccc42)CCCC31 (stereo unspecified)	1	-2.2	-5	13	-5	-8	5	10	-3	1
COc1ccccc1NCC(=O)N/N=C(\C)c1cccs1	1	1.7	-2	2	-1	0	1	14	-7	2
N/C(=N\OC(=O)c1cnn(-c2ccccc2)c1C(F)(F)F)c1ccc(C(F)(F)F)cc1	-5	-0.3	-5	0	1	3	1	2	-10	4
O=C(Nc1cccc(C(F)(F)F)c1)C1CCCCC1	-7	-1.4	3	-16	2	5	-2	-12	-6	4
Going on with the list.
SMILES	LEDGF integ inh	PG9 binder	rCAG binder	ABHD4 inh	UHRF1 MBD2 ctr	MBD2 DNA inh	Rev-erbA mod	HTRA1 inh	TCR CD3 inh	PRMT1 inh
O=C(Nc1ccc2oc(-c3ccncc3)nc2c1)c1ccco1	0	1.6	12	-4	-4	2	-27	-9	6	4
CCCCn1c(=O)[nH]c(=O)c2c1nc(COc1ccc(C#N)cc1)n2CCC	0	0.0	1	3	0	-1	3	-3	4	0
COc1cc(OC)cc(C(=O)NC2CCN(Cc3nnnn3Cc3cccs3)CC2)c1	0	-0.2	2	-5	4	4	3	-9	-1	1
CC1=CN2CC(O)CN=C2C=C1 (stereo unspecified)	1	-2.5	1	5	-3	4	-4	-5	2	-2
CCN1C(=O)[C@@H]2[C@@H](c3ccc(-c4ccc5c(c4)OCO5)c(OC)c3)N3CCC[C@@]3(C(=O)OC)[C@@H]2C1=O	1	-1.9	-1	4	-1	-3	3	-2	-3	0
Cc1cnc(-c2nc3ccccc3n2C(C(=O)NC(C)(C)C)c2ccccc2)cn1 (stereo unspecified)	-5	1.4	1	1	0	6	-4	x	5	-1
Cc1c(C(=O)NCc2ccccc2C(F)(F)F)sc(=O)n1Cc1ccc(F)cc1	-1	-0.3	-1	-15	0	-3	-1	x	-1	-5
NC(=O)Cn1c(=O)n(CCC(=O)NCCSCc2ccccc2)c(=O)c2ccccc21	64*	-0.6	-7	5	1	3	2	0	3	-2
COCCn1c(=NC(=O)/C=C/c2cccs2)sc2cc(NC(C)=O)ccc21	1	0.3	6	-16	-4	1	4	-34	4	-5
COc1ccc(CC(=O)N/N=C/c2sccc2C)cc1	3	-1.0	2	-5	-2	-4	4	-1	9	-2
CCn1c(CNC(=O)c2ccc3c(c2)OCO3)nnc1SCC(=O)Nc1cc(C)ccc1OC	-2	-0.6	-3	-1	-1	0	7	-6	10	0
CCCNCc1cc(OCC)c(OCC(N)=O)cc1Br	-1	-0.7	-1	0	1	0	4	3	4	0
Cc1cc([N+](=O)[O-])cc2c1NC(=O)C2(O)N1CCCCCC1 (stereo unspecified)	-3	0.8	-2	-11	2	-4	5	-4	6	1
O=C(OCC(=O)N1CCCc2ccccc21)c1c(F)cccc1F	0	2.1	-7	10	-1	0	1	3	-3	0
CCOCCn1c(SCc2c(F)cccc2Cl)nc2c1c(=O)[nH]c(=O)n2C	-3	0.6	-4	-1	-3	-9	-4	3	5	2
CCOc1cc(N2CCOCC2)c(OCC)cc1NC(=O)CN1C(=O)C2CC=CCC2C1=O (stereo unspecified)	-2	-3.6	-6	-1	2	2	-1	8	-1	4
COCCCN1C(=O)c2ccc(C(=O)NCCc3ccccc3)cc2C1=O	-7	0.3	-10	1	3	6	-8	-1	-7	-1
COc1ccc(CCN(C)C2CCCN(C(=O)c3ccnn3C)C2)cc1OC (stereo unspecified)	-4	-0.9	-10	0	2	4	6	3	-2	0
COc1cccc(C(=O)NC2=NCCS2)c1	5	0.4	-1	4	-1	-1	-4	2	2	0
CN1CCN(S(=O)(=O)NC[C@H]2O[C@@H](n3cnc4c(N)ncnc43)[C@H](O)[C@@H]2O)CC1	0	1.2	4	-1	-6	-2	4	2	-3	-3
